Furin inhibitor: human furin inhibition; purified furin, fluorogenic substrate cleavage; inhibition, % at 30 µM; hit rate 0.061% among 220,000; AID 463115; in the data active means inhibition above about 25%; further: inactives centre near -15
RBBP9 inhibitor: inhibitors of human serine hydrolase RBBP9; hit rate 0.2% among 220,000; AID 1515; inhibition, % at 7.94 µM; O75884; recombinant RBBP9, FP-Rh probe fluorescence polarization;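 active means inhibition above the campaign mean of all tested compounds plus 3 SD, cut at about 14% in these data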;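 further: plate controls were DMSO wells with RBBP9 for no effect and wells lacking RBBP9 protein for full effect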
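System: RBBP9 protein / Buffer or medium: Tris/NaCl buffer pH 8.0 with 0.1% Pluronic / Probe or stimulus: Serine-hydrolase probe FP-Rh, 375 nM pre-mixing / Dosing: 7.94 µM single dose, 0.794% DMSO / Times: enzyme-compound preincubation 30 min, then probe labeling 45 min, 25 °C / Technique: fluorescence polarization (mP), excitation 525 nm, emission 598 nm / Replication: singlicate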
EBV gp42 block: blocks Epstein-Barr virus glycoprotein 42 binding; Q1HVG2; Fluorescence polarization binding assay, mP read-out; inhibition, % (tested at 21.74 µM); hit rate 0.42% among 220,000; in the data active means inhibition above about 50%
Target sequence (Q1HVG2 whole entry, looked up): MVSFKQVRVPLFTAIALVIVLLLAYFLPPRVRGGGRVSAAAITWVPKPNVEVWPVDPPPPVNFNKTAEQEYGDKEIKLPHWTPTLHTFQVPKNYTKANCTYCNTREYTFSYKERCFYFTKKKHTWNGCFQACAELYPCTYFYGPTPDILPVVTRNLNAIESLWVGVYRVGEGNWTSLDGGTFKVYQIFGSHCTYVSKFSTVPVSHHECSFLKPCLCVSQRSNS
p97 ATPase inh: human p97 ATPase inhibition; P55072; recombinant p97 ATPase, Kinase-Glo ATP luminescence, 3 h; inhibition, % at 8 µM; hit rate 0.42% among 220,000; AID 1481; in the data active means inhibition above about 15%;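 further: 0% = DMSO vehicle and 100% = wells lacking enzyme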
Target sequence (P55072 whole entry, looked up): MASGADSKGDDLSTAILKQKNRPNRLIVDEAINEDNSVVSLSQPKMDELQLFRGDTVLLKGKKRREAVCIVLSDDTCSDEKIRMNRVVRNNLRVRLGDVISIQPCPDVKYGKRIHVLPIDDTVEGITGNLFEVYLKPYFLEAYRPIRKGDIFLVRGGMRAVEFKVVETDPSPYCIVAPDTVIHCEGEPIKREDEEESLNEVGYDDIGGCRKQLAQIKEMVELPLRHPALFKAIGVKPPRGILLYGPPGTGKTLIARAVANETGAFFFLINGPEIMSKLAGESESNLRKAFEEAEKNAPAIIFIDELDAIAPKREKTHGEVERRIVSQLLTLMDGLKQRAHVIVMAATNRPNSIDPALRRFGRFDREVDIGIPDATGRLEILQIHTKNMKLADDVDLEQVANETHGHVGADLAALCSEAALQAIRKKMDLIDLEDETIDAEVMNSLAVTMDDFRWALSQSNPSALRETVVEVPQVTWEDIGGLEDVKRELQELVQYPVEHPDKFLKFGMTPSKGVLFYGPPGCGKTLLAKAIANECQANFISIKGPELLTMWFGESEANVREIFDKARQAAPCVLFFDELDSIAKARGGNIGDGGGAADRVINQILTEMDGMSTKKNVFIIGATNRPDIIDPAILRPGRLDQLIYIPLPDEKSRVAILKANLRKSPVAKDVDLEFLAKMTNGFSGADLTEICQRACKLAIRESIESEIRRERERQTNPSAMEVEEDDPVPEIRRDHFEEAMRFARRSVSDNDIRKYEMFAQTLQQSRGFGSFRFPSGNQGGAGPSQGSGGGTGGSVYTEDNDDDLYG
NCF1 inh: p47phox (human) inhibition; P14598; p47phox/p22phox peptide binding, fluorescence polarization, 2 h; inhibition, % at 24.7 µM; hit rate 0.53% among 220,000;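 active means inhibition above about 30%, limit read from the data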;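 further: 0% = p47phox with labelled peptide and 100% = labelled peptide alone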
Runt-CBFb FRET: inhibitors of human RUNX1 Runt domain binding to CBFb. Q01196+Q13951. Cerulean-Runt/Venus-CBFb FRET ratio 530/480, 1 h. inhibition, % at 20 µM. hit rate 0.46% among 220,000. AID 1496;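 active means inhibition over about 50% at 20 µM in the single-dose screen, limit read from the data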;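 further: 0% = DMSO wells and 100% = excess unlabeled CBFb competitor control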
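Measured by: fluorescence energy transfer, 422 nm excitation, 530/480 nm emission; test system: Cerulean-tagged RUNX1 Runt domain (FRET donor) fusion protein; buffer or medium: Tris pH 7.5 buffer with BSA; compound: one dose, 20 µM compound, 1% DMSO; times: two 1 h room-temperature incubations shielded from light; benchmarks: unlabeled CBFb 5 µM, positive control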
Runt-SMMHC FRET: blocks binding of human RUNX1 Runt domain to CBFb-SMMHC; Cerulean-Runt/Venus-CBFb-SMMHC FRET ratio 530/480, 1 h; Q01196+Q13951; inhibition, % at 20 µM; hit rate 0.74% among 220,000; AID 1434;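 active means mean inhibition across duplicate retests at 20 µM reaching about 50%, limit read from the data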;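 further: 0% = DMSO wells and 100% = wells with excess untagged CBFb-SMMHC; inhibitors lower the FRET ratio by blocking Runt binding to CBFb-SMMHC; some results filed as inactive read as strong as hits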
TbHK1 inh: T. brucei hexokinase 1 inhibition. AID 1430. hit rate 0.11% among 220,000. inhibition, % at 10 µM. recombinant TbHK1, G6PDH-coupled NADH A340;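 active means inhibition of 50% or more in the single-dose primary screen; inactive means inhibition below 50%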
Calpain2 inh: inhibitors of pig calpain II. purified calpain II, fluorogenic peptide substrate, 30 min. inhibition, % at 16 µM. hit rate 0.37% among 220,000. AID 1236;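 active means inhibition above about 50%, limit read from the data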
* marks the source's active call; other numbers are inactive results; i = inactive; / = no result given; [ ] = remark or other dose. Random draw from the library; about 2.7% have a hit in one of these screens.

Furin inhibitor | RBBP9 inhibitor | EBV gp42 block | p97 ATPase inh | NCF1 inh | Runt-CBFb FRET | Runt-SMMHC FRET | TbHK1 inh | Calpain2 inh | Structure
-21 | -1 | -1 | -2 | 2 | 1 | 0 | -8 | 0 | O=C1Nc2ccccc2C1Cc1ccccn1 (stereo not given)
-16 | 2 | 2 | 4 | -5 | -2 | -2 | -1 | -17 | CCCCNC(=O)c1ccc(CS(=O)(=O)Cc2ccccc2F)o1
-35 | -2 | -9 | 2 | -3 | 2 | 3 | -7 | -19 | O=C(NC(=S)N(CCO)Cc1ccccc1)c1ccc(S(=O)(=O)N2CCCC2)cc1
-10 | 1 | -8 | 10 | -1 | 2 | -2 | -20 | -18 | Cc1ccc(N(C)C(=O)C2CCCN2S(=O)(=O)c2ccc3c(c2)n(C)c(=O)c(=O)n3C)cc1 (stereo not given)
-22 | -7 | 2 | 2 | -7 | -1 | -13 | -2 | -94 | COc1ccc(-c2cc(C(F)(F)F)n3nc(C(=O)N4CCCC4)cc3n2)cc1
-18 | -4 | -3 | -1 | 2 | 2 | -4 | -6 | -1 | COc1ccc(C)cc1NC(=O)C1CCC(CNc2c(N3CCOCC3)c(=O)c2=O)CC1 (stereo not given)
-19 | -4 | 4 | 1 | -3 | -2 | -2 | 0 | 2 | CC(C)(C)NC(=O)COC(=O)c1ccc(Cl)nc1
-20 | -3 | -10 | 11 | / | 3 | 1 | -6 | -41 | C#CCOCCOCCOCCNc1nc(N2CCN(C(=O)[C@H](Cc3cc4ccccc4[nH]3)n3cc([C@@H](N)C(C)CC)nn3)CC2)nc(N2CCN(C(=O)[C@H](Cc3cc4ccccc4[nH]3)n3cc([C@@H](N)CC(C)C)nn3)CC2)n1 (stereo not given in full)
-196 | 0 | 44 | 3 | -47 | 76* | 138* | -25 | i | CCN(CC)Cc1c(O)c(Cl)cc2c(C)cc(=O)oc12
-15 | -2 | -8 | 0 | -5 | 1 | 2 | -3 | -6 | COc1ccc(C(=O)NCC(=O)NCC(=O)OCC(=O)c2cccs2)cc1
-17 | -10 | 20 | 0 | -4 | -1 | 4 | 31 | 21 | O=C(CC(=O)Nc1cccc(Cl)c1)N/N=C\c1ccccc1
-16[20 µM] | 11 | -12 | 2 | -2 | 3 | 3 | -1 | -17 | CCC(=O)Nc1ccc(S(=O)(=O)N2CCCCC2)cc1OC
-15 | 1 | 5 | 1 | 0 | -4 | -4 | 2 | 0 | Cc1nnc(SCC(=O)NC(C)(C)C)n1NCc1c(F)cccc1Cl
-18 | 1 | -14 | 4 | -1 | 22 | 50 | -7 | -428 | CSc1n[nH]c2nc3c(c(=O)n12)C1(CCCC1)Cc1ccccc1-3
-18[20 µM] | -10 | 2 | -5 | 2 | -2 | 0 | 3 | 18 | Clc1cccc(NCc2nnc(SCc3ccc(Cl)cc3Cl)o2)c1
-12[20 µM] | -5 | -17 | 2 | -16 | -1 | 0 | -6 | -41 | O=C(Oc1ccc(Cl)cc1)N1CCCCC1
-17 | -5 | 3 | 2 | -1 | 8 | 0 | -2 | -25 | O=C(O)c1cc(NCc2c(F)cccc2Cl)ccc1N1CCOCC1
-33[20 µM] | -8 | 8 | -2 | -6 | 1 | 2 | 3 | 19 | O=c1c2ccccc2cnn1-c1ccc(Br)cc1
6 | -6 | -22 | 4 | -27 | -3 | -1 | -3 | -69 | Cc1cc(=O)n2c(C(=O)Nc3ccc(C)c(C)c3)c(C(=O)Nc3ccccc3)sc2n1
-24 | -5 | -21 | 1 | -11 | -2 | -2 | 4 | 29 | O=C(Cc1coc2cc3c(cc12)CCC3)NC1CCCCCCC1

Reprinted from the part before: 5 compounds, followed by the next part.
Furin inhibitor | RBBP9 inhibitor | EBV gp42 block | p97 ATPase inh | NCF1 inh | Runt-CBFb FRET | Runt-SMMHC FRET | TbHK1 inh | Calpain2 inh | Structure
-12[20 µM] | -5 | -17 | 2 | -16 | -1 | 0 | -6 | -41 | O=C(Oc1ccc(Cl)cc1)N1CCCCC1
-17 | -5 | 3 | 2 | -1 | 8 | 0 | -2 | -25 | O=C(O)c1cc(NCc2c(F)cccc2Cl)ccc1N1CCOCC1
-33[20 µM] | -8 | 8 | -2 | -6 | 1 | 2 | 3 | 19 | O=c1c2ccccc2cnn1-c1ccc(Br)cc1
6 | -6 | -22 | 4 | -27 | -3 | -1 | -3 | -69 | Cc1cc(=O)n2c(C(=O)Nc3ccc(C)c(C)c3)c(C(=O)Nc3ccccc3)sc2n1
-24 | -5 | -21 | 1 | -11 | -2 | -2 | 4 | 29 | O=C(Cc1coc2cc3c(cc12)CCC3)NC1CCCCCCC1
-16[20 µM] | -8 | -22 | -2 | 3 | -4 | 1 | 0 | -7 | Cc1ccc(C(C(=O)NC2CCCC2)N(Cc2ccco2)C(=O)CCC(=O)Nc2cc(C)on2)cc1 (stereo not given)
-10 | -8 | 0 | 5 | -9 | -11 | -6 | 23 | 1 | O=C(CSc1nc2ccccc2c(=O)n1Cc1ccc(F)cc1)NCc1cccs1
-1[20 µM] | -1 | -2 | 0 | -25 | 1 | 3 | -2 | -8 | c1ccc2c(CNc3ccc(CNc4ncn[nH]4)cc3)cccc2c1
-16 | -14 | -6 | 2 | -4 | -1 | 0 | 1 | -29 | O=C1C2C3C=CC(C2C(=O)N1c1ccccc1O)C1C2C(=O)N(c4ccccc4O)C(=O)C2C31 (stereo not given)
-15[20 µM] | -2 | -10 | -1 | -1 | 0 | 1 | -4 | 13 | Cc1ccc(N2CC(C(=O)N/N=C/c3cccc([N+](=O)[O-])c3)CC2=O)cc1 (stereo not given)
-28 | -3 | 0 | 3 | -5 | 1 | 0 | -1 | -21 | O=S(=O)(c1ccc(F)cc1)N1CCn2c(nc3ccccc32)C1
-22 | -9 | 6 | -3 | 0 | -1 | -1 | -7 | 5 | CS(=O)(=O)N(CC(=O)Nc1ccccc1-c1ccccc1)c1cccc(F)c1
-23 | -2 | -8 | 6 | -4 | -1 | 2 | -13 | -4 | NC(=O)COC(=O)/C=C/c1ccc2ccccc2n1
-15[20 µM] | 2 | -16 | 5 | 5 | 0 | -9 | -1 | 0 | C=CCNC(=O)c1ccc(-c2nc(-c3ccc(Cl)cc3Cl)cs2)cc1
-9[20 µM] | -8 | -12 | -5 | -15 | 3 | -1 | 19 | 10 | CN(NS(=O)(=O)c1ccccc1)c1nc2ccccc2nc1C(F)(F)F
-12[20 µM] | -6 | -6 | 3 | -10 | 0 | 0 | -3 | -20 | Cc1ccc(S(=O)(=O)NCCSc2nnc(N)s2)cc1
-21 | 2 | -2 | 2 | -8 | 1 | 2 | 5 | -1 | CCOC(=O)C(NC(C)=O)C(OC(C)=O)c1cccc([N+](=O)[O-])c1 (stereo not given)
-22 | -5 | 1 | 2 | -5 | 1 | 3 | -18 | 8 | O=Cc1c(Cl)[nH]c(=O)n1-c1ccccc1
-26 | -6 | -6 | -3 | -8 | 1 | -6 | -60 | 7 | CC1(C)CC(=O)c2sc(NC(=O)CN3C(=O)CCC3=O)nc2C1
-9[20 µM] | 4 | -11 | -4 | -15 | 2 | 1 | 6 | 9 | Cn1ccnc1SCC(=O)Nc1cccc2ccccc12
-16 | -5 | 16 | 6 | 3 | 2 | -1 | -17 | -9 | O=C(Nc1ccc(N2CCN(C(=O)c3ccccc3)CC2)cc1)c1ccc([N+](=O)[O-])o1
-20[20 µM] | -8 | 2 | -10 | -7 | -3 | 1 | 0 | -35 | O=C(Nc1nccs1)c1ccc(S(=O)(=O)c2ccccc2)cc1
-7 | -9 | -4 | -4 | -12 | -1 | -1 | 8 | -31 | COc1ccc(-c2nnn(CC(=O)OC3CCCCC3)n2)cc1OC
-12[20 µM] | -3 | -14 | 0 | -15 | 2 | -1 | -8 | 8 | CSc1ccccc1NC(=O)c1cc(C(C)C)on1
-3[20 µM] | -4 | 0 | -7 | -5 | 0 | -6 | -7 | 8 | CCOc1cc(C2NC(=O)NC(c3ccccc3)=C2C(C)=O)ccc1OCC(N)=O (stereo not given)
-28 | -1 | 1 | 3 | 4 | 0 | -7 | 2 | 3 | O=[N+]([O-])c1cccc(-c2nc(N3CCOCC3)c3ccccc3n2)c1
-11 | -2 | -12 | 6 | -17 | -2 | 3 | -25 | -6 | Cc1c(C(=O)O)sc(=S)n1CCOc1ccccc1
-11 | 3 | -21 | -1 | 0 | 0 | 0 | 4 | -5 | C/C=C/c1ccc(OCC(O)CN2CCCCCCC2)c(OC)c1 (stereo not given)
-27 | 1 | -5 | 6 | -4 | -1 | 2 | -4 | -22 | Cc1oc(-c2cccc3ccccc23)nc1CN1CCC[C@H]1CO
-17[20 µM] | 0 | 19 | 1 | -9 | -1 | -1 | -25 | -26 | Cc1cc(Cl)ccc1N(CC(=O)N=Nc1c(O)[nH]c2ccccc12)S(C)(=O)=O
-19 | -7 | -24 | -5 | -11 | -4 | -6 | -10 | 1 | CCN(CCCNC(=O)CN(C)S(=O)(=O)c1ccc2c(c1)CCC(=O)N2)c1cccc(C)c1
-2[20 µM] | 3 | -18 | -4 | 9 | -2 | -1 | -17 | -25 | COc1ccc2c(c1)c(=O)cc(-c1ccccc1)n2C
-21 | 6 | -6 | 6 | -11 | 0 | 0 | 0 | -28 | COC(=O)CCc1n[nH]c(=O)[nH]c1=O
-33 | 1 | -10 | 2 | -6 | 0 | 3 | 1 | -17 | CC(=O)N[C@@H](C)C(=O)N1CCN(S(=O)(=O)c2ccc(Cl)cc2)CC1
0 | 0 | -17 | 4 | -6 | 1 | -2 | -6 | 9 | OCCC1CN(Cc2nc3ccccc3s2)CCN1CCc1ccccc1 (stereo not given)
-15[20 µM] | 2 | -10 | -1 | -10 | 1 | -1 | 3 | -10 | CCOc1ccc(NC(=O)Cn2nc(-c3ccccc3Cl)n(CC)c2=S)cc1
-21 | -1 | 13 | 7 | 8 | 54* | 122* | 1 | -60 | CCN1C2=C(C(=O)CCC2)C(c2ccc(O)c(Br)c2)C2=C1CCCC2=O
-10 | -5 | -11 | 4 | -15 | 1 | -3 | -20 | -8 | CN(C)CCNC(=S)Nc1ccc(-c2nc3ccccc3[nH]2)cc1
-17 | -7 | -15 | -3 | -10 | -2 | -1 | -7 | 5 | COc1ccc(NC(=O)Nc2cccc3cccnc23)cc1
-16 | 2 | -11 | -1 | 3 | 2 | 0 | -7 | -5 | O=C(CN1C(=O)C2CCCCC2C1=O)OCc1nnc(-c2ccccc2)o1 (stereo not given)
8[20 µM] | 4 | -15 | 4 | 1 | 2 | 4 | 5 | -35 | CCCCNC(=O)c1onc(CSc2ccccc2C)c1C(=O)O
-12 | -1 | 8 | 0 | -5 | -1 | 2 | -1 | 9 | O=C1CCC([N+](=O)[O-])C(c2cc3c(cc2Br)OCO3)N1 (stereo not given)
-18 | -4 | -2 | 2 | -2 | 0 | 5 | 3 | -22 | NCCCCCc1nnc(SCc2ccccc2Cl)o1
-11 | -2 | -22 | -5 | 5 | 1 | -6 | 9 | 4 | COc1ccccc1CNC(=O)CSc1nc(-c2ccccc2)cn1N
-17 | -8 | 3 | 2 | 3 | 0 | -5 | -5 | -24 | C[C@H](NC(=O)c1ccc(Br)cc1)C(=O)NCc1ccc(S(N)(=O)=O)cc1
-24 | 5 | -13 | 2 | -11 | -4 | 3 | -12 | -14 | CCOC(=O)/C(C#N)=C/c1c(Oc2cccc(C)c2)nc2ccccn2c1=O
